From PubChem BioAssay
12-LOX inh – ALOX12 (human) lipoxygenase inhibition; Potency, µM (top dose mostly 108 µM), inactives show at the top dose activity change, negative = inhibition, actives largely listed as inhibitors; purified 12hLO, xylenol orange hydroperoxide absorbance; actives 1.1% (n = 580,000); AID 1671190; P18054; active = well fitted inhibition curve with a large enough effect; inconclusive = small, poorly fitted or top-dose-only effect, or another doubt; inactive = no such curve, though single readings can be large or run the other way
Target sequence (P18054 whole entry, looked up): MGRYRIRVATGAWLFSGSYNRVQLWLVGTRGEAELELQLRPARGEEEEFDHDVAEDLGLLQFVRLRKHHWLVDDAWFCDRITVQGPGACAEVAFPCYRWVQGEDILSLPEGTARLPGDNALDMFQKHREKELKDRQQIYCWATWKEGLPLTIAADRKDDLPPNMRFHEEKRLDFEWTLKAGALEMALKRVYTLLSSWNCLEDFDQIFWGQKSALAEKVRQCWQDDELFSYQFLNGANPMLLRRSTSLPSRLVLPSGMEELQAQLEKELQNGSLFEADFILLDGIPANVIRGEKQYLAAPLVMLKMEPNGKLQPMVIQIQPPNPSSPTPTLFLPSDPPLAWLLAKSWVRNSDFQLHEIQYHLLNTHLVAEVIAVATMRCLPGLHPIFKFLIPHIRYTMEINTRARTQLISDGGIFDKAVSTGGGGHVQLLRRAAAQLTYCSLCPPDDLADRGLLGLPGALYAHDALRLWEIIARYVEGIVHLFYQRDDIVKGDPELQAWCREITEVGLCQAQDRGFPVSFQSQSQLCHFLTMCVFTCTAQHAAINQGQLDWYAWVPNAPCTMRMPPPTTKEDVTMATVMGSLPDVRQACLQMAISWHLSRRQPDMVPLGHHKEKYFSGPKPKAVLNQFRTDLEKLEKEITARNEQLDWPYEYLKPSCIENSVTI
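Purified human 12hLO at 150 nM in 25 mM Hepes, 0.01% Triton X-100, pH 7.0, preincubated 15 min at room temperature with compound. Reaction started with 40 uM arachidonic acid, 30 min at room temperature. Hydroperoxide measured by Fe-xylenol orange, 573/405 nm absorbance ratio.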
Starred values were filed as active, the others as inactive; ? = inconclusive; & = joins results of further samples; [ ] = another dose, or the depositor's remark. % is scaled to controls: 0 for no effect and ±100 for the full control effect; potency is read from the fitted curve at half-maximal effect.

SMILES	12-LOX inh
CCN1CCN(C(=O)Cn2nc(C)c3sc(-c4ccccc4)nc3c2=O)CC1	38%
COc1cccc(-n2cnc3cc(C(=O)NC4CCCC4)ccc3c2=O)c1	59%[activator]
CCCNC(=O)c1ccc(OC)c(S(=O)(=O)NCC)c1	13%
COC(=O)c1sc(N2C(=O)C(O)=C(C(=O)c3ccc(C)o3)C2c2cc(OC)ccc2OC)nc1C (centres undefined)	?
CCCSc1nc2c(c(=O)[nH]c(=O)n2C)n1Cc1cccc(Br)c1	?
O=C(c1ccc(Br)o1)N1C[C@@H](CO)[C@H](c2ccncc2)C1	11%
COC(=O)CNC(=O)C1CCN(C(=O)C2CN(c3cccc(OC)c3)C(=O)N2)C1 (centres undefined)	37%&63%
O=C(O)c1cc(-c2cccs2)nc2ccccc12	?
COc1cccc(N2CC(C(=O)Nc3ccccc3C(=O)N3CCN(c4ccccc4)CC3)CC2=O)c1 (centres undefined)	?
CCCCNC(=O)CC(c1cccc([N+](=O)[O-])c1)c1c[nH]c2c(CC)cccc12 (centres undefined)	?
Cc1nc(NC(=O)COc2cccc3ccccc23)sc1C	?
CC(C)c1ccc(C(NC(=O)c2nn(C)c(=O)c3ccccc23)C(C)C)cc1 (centres undefined)	?

Copied from the results shown (4 entries):
SMILES	12-LOX inh
COC(=O)c1sc(N2C(=O)C(O)=C(C(=O)c3ccc(C)o3)C2c2cc(OC)ccc2OC)nc1C (centres undefined)	?
CCCSc1nc2c(c(=O)[nH]c(=O)n2C)n1Cc1cccc(Br)c1	?
O=C(c1ccc(Br)o1)N1C[C@@H](CO)[C@H](c2ccncc2)C1	11%
COC(=O)CNC(=O)C1CCN(C(=O)C2CN(c3cccc(OC)c3)C(=O)N2)C1 (centres undefined)	37%&63%

The list continues.
SMILES	12-LOX inh
CCC(C)N1CCC(CN)C1 (centres undefined)	?
N#Cc1ccc(C(=O)N[C@@H]2CN(Cc3ccccc3)C[C@H]2CO)cc1	30%
COC(=O)[C@@H]1Cc2nc[nH]c2CN1C(C)C	337%[activator][176 µM]
O=C(O)/C=C/c1ccc(-c2ccc(Br)cc2)s1	-15%
O=C(NCCOc1ccccc1)[C@@H]1C[C@H](c2ccc(F)cc2)N([S+](=O)([O-])C2CC2)C1	-8%[176 µM]
O=C(NCCc1ccccc1)N1CCCC(c2noc(COc3ccccc3)n2)C1 (centres undefined)	41%[activator]
CC(C)CC(NC(=O)c1ccco1)C(=O)O (centres undefined)	-23%
Fc1cccc(CSc2c[nH]c3ccccc23)c1	?
CCCc1nc(C(=O)N[C@@H]2CCOC[C@H]2Oc2ccccn2)cs1	7%
Cc1nc(-c2ccc(NC(=O)c3ccc(Br)o3)c(C)c2)no1	-2%
COc1ccc(F)cc1Nc1cnc2ccc(N(C)Cc3cccnc3)nn12	-18%[176 µM]
Cc1nc2c(c(-c3ccc(Cl)cc3)n1)CCN(C(=O)Cc1ccccn1)CC2	7%

Random excerpt: 3 entries already listed
SMILES	12-LOX inh
Cc1nc(NC(=O)COc2cccc3ccccc23)sc1C	?
COc1cccc(N2CC(C(=O)Nc3ccccc3C(=O)N3CCN(c4ccccc4)CC3)CC2=O)c1 (centres undefined)	?
O=C(c1ccc(Br)o1)N1C[C@@H](CO)[C@H](c2ccncc2)C1	11%

Next compounds
SMILES	12-LOX inh
C[S+](=O)([O-])N1CC2(Cc3ccccc31)CN(C(=O)c1cccc(Cl)c1)C2	?
COc1ccc(C(=O)Nc2ccc(CCc3nc4ccc(C)cc4[nH]3)cc2)c(OC)c1	5%
CCOC(=O)c1sc(NC(=O)c2ccc(F)c(S(=O)(=O)N3CCCCC3)c2)cc1C	39%[activator]
O=C(C(Cc1ccccc1)N/C=C/C(=O)C(F)(F)F)N1CCN(CCc2ccccc2)CC1 (centres undefined)	-2%
COc1ccccc1NC(=O)N1CCC(Oc2ncccc2C(=O)N2CCOCC2)C1 (centres undefined)	33%[activator]
O=C(c1ccc(Cl)nc1)N1CCN(c2nc3ncccc3o2)CC1	17%
COc1ccc(-n2nc(C3CCN(C(=O)c4ccccc4)CC3)[nH]c2=O)cc1	29%
COCCNc1cc(-c2cccc(C(F)(F)F)c2)nc2c(C)noc12	4%[176 µM]
CC(C)c1ccc(NC(=O)CSc2nnc(-c3ccccc3Cl)n2C)cc1	-33%
COc1cccc([S+](=O)([O-])N2CCC3(C2)OC(=O)Nc2ccccc23)c1 (centres undefined)	11%
CCc1ccc(NS(=O)(=O)c2ccc(-c3coc(C)n3)cc2)cc1	-22%
Cc1cc(C(=O)OC(C)C(=O)Nc2ccc(F)cc2Cl)c(C)o1 (centres undefined)	2%
CNC(=O)C1CCCN(S(=O)(=O)c2c(C)nn(CC(=O)N3CCc4ccccc43)c2C)C1 (centres undefined)	?
O=C(COc1ccccc1)NC1CCc2n[nH]c(=O)n2CC1 (centres undefined)	40%[activator]
Cc1cccc(NC(=O)COC(=O)CCc2nc3ccccc3s2)c1C	5%
C[C@@H]1CN(C(=O)c2ccc(Cn3cnnn3)cc2)CC[C@@]1(O)C1CCOCC1	88%[activator]
O=C(NCC1(COc2cnccn2)C[C@@H](O)[C@@H](O)C1)N1CCOCC1 (some centres undefined)	22%[176 µM]
CCCCN1C(=O)c2ccccc2C(C(=O)NCCc2ccc(OC)cc2)C12CCCCC2 (centres undefined)	10%
COCCC(=O)N[C@H]1CC[C@]2(C)CCC([C@H](C)C(=O)N(C)Cc3ccccc3)[C@H](O)[C@H]2[C@@H]1C (some centres undefined)	-2%
CC(C)NC(=O)N[C@H]1C[C@@H](Cc2cc(CN3CCN(c4ccccc4)CC3)on2)C1(C)C	-4%
O=C(NCc1ccc(F)cc1Cl)C1CCN(C(=O)c2ncn3c2COC(c2ccccc2)C3)CC1 (centres undefined)	27%
COCCC1(C(=O)O)CCCN(C(=O)CN(C)Cc2ccncc2)C1 (centres undefined)	5%
Cc1ccc(Nc2ncncc2-c2nc(-c3ccccc3)no2)c(C)c1	80%[activator]
O=C(c1ccsc1)N1CCCC2(C1)Nc1cccnc1NC2=NC1CCCC1 (centres undefined)	10%

Reprinted from the part before: two entries, then new ones.
SMILES	12-LOX inh
Cc1ccc(Nc2ncncc2-c2nc(-c3ccccc3)no2)c(C)c1	80%[activator]
O=C(c1ccsc1)N1CCCC2(C1)Nc1cccnc1NC2=NC1CCCC1 (centres undefined)	10%
O=C(Cn1nc(-c2ccccc2)n(-c2ccccc2)c1=O)N1C[C@@H]2C[C@H]1CN2	11%
Cc1ccsc1C(=O)N1CC(Oc2ccccc2-c2nc(-c3cnccn3)no2)C1	13%
Cc1ccccc1-c1ccc2c(c1)[C@@H]1C[C@H](N(C)C(=O)c3ccco3)[C@H]([C@H](C)O)CN1CC2	45%[activator]
Cc1ccc2ccccc2n1	0%[176 µM]
O=C(CC(c1ccccc1)c1ccccc1Cl)N1CCOCC1 (centres undefined)	25%
COCc1nnc2n1CCC(NC(=O)CCc1nc3ccccc3s1)CC2 (centres undefined)	5%
Cn1ccnc1CN(C1CC1)S(=O)(=O)c1cc(Cl)ccc1Cl	-4%
CCNC(=O)c1cc(-c2ccccn2)nc2ccccc12	-4%
O=C(C1CCC1)N1C[C@H]2[C@@H](c3ccccc31)[C@@H](CO)N2C(=O)c1ccccc1F	-66%
O=C(C1CCCC1)N1CCC(N2C(=O)C(OCC3CC3)C23CCCCC3)CC1 (centres undefined)	37%
CN1CCCCCC(O)c2cc(C(=O)NCc3nc4ccccc4n3C)ccc21 (centres undefined)	91%[activator]
O=C(NCc1ccccn1)c1ccc2nccn2c1	34%[176 µM]

Part of the list above, set out differently:
SMILES | 12-LOX inh
O=C(C1CCCC1)N1CCC(N2C(=O)C(OCC3CC3)C23CCCCC3)CC1 (centres undefined) | 37%
COCc1nnc2n1CCC(NC(=O)CCc1nc3ccccc3s1)CC2 (centres undefined) | 5%
Cc1ccccc1-c1ccc2c(c1)[C@@H]1C[C@H](N(C)C(=O)c3ccco3)[C@H]([C@H](C)O)CN1CC2 | 45%[activator]
O=C(Cn1nc(-c2ccccc2)n(-c2ccccc2)c1=O)N1C[C@@H]2C[C@H]1CN2 | 11%
Cc1ccc2ccccc2n1 | 0%[176 µM]
O=C(NCc1ccccn1)c1ccc2nccn2c1 | 34%[176 µM]
CN1CCCCCC(O)c2cc(C(=O)NCc3nc4ccccc4n3C)ccc21 (centres undefined) | 91%[activator]

Remaining list, next part:
SMILES	12-LOX inh
COC[C@@H]1CN(C(=O)c2cccn2C)C[C@H]1c1ccccn1	8%
O=C(CCc1nc(CSc2n[nH]c(-c3cccc(F)c3)n2)no1)Nc1ccc2ccccc2c1	-26%
COc1ccc(C(=O)Oc2ccc3c(=O)c(Oc4ccccc4Br)coc3c2)cc1	8%
Cc1cccc(C)c1Oc1ncccc1CNC(=O)c1[nH]ncc1Cl	120%[activator]
CC1CCN(Cc2ccccc2OCC(O)CN2CCSCC2)CC1 (centres undefined)	30%[activator]
CCNc1c(NC(=O)c2ccccc2OC)c(=O)oc2ccccc12	-3%
CN(C(=O)CCn1cnc2c1c(=O)n(C)c(=O)n2C)C1CCCC1	-4%
COc1ccc(Nc2nc(-c3ccc([N+](=O)[O-])cc3)nc3ccccc23)cc1	?
CCN1C(=O)C2(CCN(S(=O)(=O)c3cn(C)cn3)CC2)c2ccccc21	?
CC1CCc2c(sc3ncnc(SCC(=O)Nc4ccc5c(c4)OCCO5)c23)C1 (centres undefined)	24%
COc1cc(/C=c2\s/c(=C/C(=O)C(C)(C)C)[nH]c2=O)cc(Cl)c1OC	8%
COCc1nc2nc(-c3ccccc3)c(-c3ccc(N4CCN(C)CC4)nc3)cc2n1C	1%[176 µM]
COc1ccc2c(C)cc(SCC(=O)NC(C)c3ccccc3)nc2c1 (centres undefined)	-19%
O=C(c1ccc(C(F)(F)F)cc1)N1CCC2(C1)C(=O)N(CCc1ccccc1)c1ccccc12 (centres undefined)	?
O=C(c1cccnc1)N(Cc1ccccc1)Cc1cc2ccccc2[nH]c1=O	2%
COc1ccccc1-c1cc(-c2ccsc2)c2onc(C)c2n1	-29%[176 µM]
O=C(NC1CCCCC1)c1cc(-c2ccc(Br)cc2)nc2ccccc12	0%
COC[C@@H]1CN(C(=O)COc2ccc(Cl)cc2C)C[C@H]1C(N)=O	13%
COc1ccc(C(=O)N[C@H]2CO[C@H]3[C@@H]2OC[C@@H]3n2nnnc2-c2cccc(OC)c2)cc1	14%
CCOc1ccc(NC(=O)C2CC(=O)N(c3n[nH]c4cccc(F)c34)C2)cc1 (centres undefined)	-9%
COc1ccc2ccc(OCc3nc(C(=O)NCc4cnc(C)cn4)co3)cc2c1	76%[activator]
O=C(Nc1nncs1)C1CC(=O)N(c2n[nH]c3cc(Br)ccc23)C1 (centres undefined)	-6%
COc1ccc(-c2nc(Cn3nnc(C(=O)Nc4ccccc4F)c3N)c(C)o2)cc1OC	-6%
COc1ccccc1CC(=O)N[C@@H]1CN(c2ncccn2)C[C@H]1CN(C)C	31%[activator]
COCCNC(=S)N(C)[C@H]1C[C@H]2c3[nH]c4c(-c5ccc6c(c5)OCO6)cccc4c3CCN2C(=O)[C@H]1[C@H](C)O	-15%
O=C(Cn1nc2c(cc1=O)CCCCC2)NC1CCCc2c1[nH]c1ccccc21 (centres undefined)	?
Cc1ccc2c(CSc3nnnn3C(C)(C)C)cc(=O)oc2c1	?
COCc1ccc2c(c1)c(OC(C)(C)C(=O)N(C)C)nn2Cc1ccccc1	4%[176 µM]
CC(C)NC(=O)c1nc(-c2cccc(C(F)(F)F)c2)c2cnccn12	8%
O=C(Nc1ccc(F)cc1)N[C@@H]1C[C@H](CO)[C@@H](O)[C@H]1O	20%[176 µM]
COc1ccc2cc(C(C)C(=O)NCc3ccccc3)ccc2c1 (centres undefined)	-22%
COc1ccc(NC(=O)C2CCN(c3nc4ccccc4nc3OC)CC2)cc1OC	?
O=[S+]1([O-])NCC2(CCCN(Cc3cccc4ccccc34)C2)Nc2ccccc21 (centres undefined)	15%
COc1ccc(N2CC3CCC(C2)N3CC2CCCC2)cc1	?
Cn1c(=O)[nH]c(=O)c2c1nc(N1CCC(Cc3ccccc3)CC1)n2CCCc1ccccc1	10%
CN1C[C@H](C(=O)Nc2cccc(F)c2)C[C@H]1c1cccc(C(F)(F)F)c1	20µM*
O=C(NC[C@H]1O[C@@H](CO)[C@@H](O)[C@H]1N1CCCC1)c1ccccc1	11%[176 µM]
COc1cccc(NC(=O)N[C@H]2C[C@@H](C(=O)N[C@@H](CCCNC(=O)C=C(C)C)C(N)=O)N(C(=O)C=C(C)C)C2)c1	5%
O=C(CS(=O)(=O)c1ccc(Br)cc1)c1ccccc1	?
CCN1C(=O)C2CC3(CCN(S(=O)(=O)c4ccc5c(c4)CCC5)CC3)CN2C1=O (centres undefined)	3%
CCC(=O)N1CCC2(CC1)c1[nH]c3ccc(OC)cc3c1CCN2C	9%
Cc1cccc(-c2nc(CC(=O)NC3CCCC(C(F)(F)F)C3)cs2)c1 (centres undefined)	36%
O=C1CC(c2cccc(F)c2F)c2c(n3c(nc4ccccc43)[nH]c2=O)N1 (centres undefined)	-2%
O=C(OCc1ccc([N+](=O)[O-])cc1)C1(c2cccc(F)c2)CCCC1	20%
O=[N+]([O-])c1cccc(-c2noc([C@@H]3Cc4nc[nH]c4CN3Cc3ccc(F)cc3)n2)c1	31%[activator][176 µM]
CCC[C@H]1[C@H](NCc2ccccc2)CC[C@@]23CCCN2C(=O)CCC[C@@H]13	16%
O=C(Nc1ccc(I)cc1F)c1ccc(-c2ccccc2)cc1	13%

An excerpt (hit frequency here may not be typical).
